# High-throughput results deposited in PubChem BioAssay by several laboratories.
# RTF Ca sens act = increases calcium sensitivity of human cardiac regulated thin filaments. hit rate 0.24% among 340,000. activation, % at 7.2 µM. IANBD-labeled TnC RTF fluorescence at EC20 calcium; 0% EC20 calcium, 100% full calcium. AID 493008;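 active = activation above the mean over all tested compounds plus 3 SD, cut at about 30% in these data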;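 note: rise in fluorescence read as greater calcium sensitivity of cardiac thin filaments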
# V-ATPase pHluor = regulators of yeast V-ATPase proton transport | S. cerevisiae, pHLuorin cytosolic pH fluorescence | response, % at 10 µM | hit rate 0.37% among 350,000; in the data active = response mostly above about 7.3%, no sharp cut-off; inactive = mostly below about 5.4%; note: actives read high; inactives centre near 0; some compounds called inactive have numbers as strong as hits
# MITF act = activators of MITF-driven TRPM1 promoter activity in SK-MEL-5 cells; AID 588334; activation, % at 12.5 µM; SK-MEL-5 TRPM1-promoter luciferase, 24 h; % of positive control, neutral wells = 0; hit rate 0.75% among 300,000;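 active = mean activation of at least 80% with every replicate also reaching 80%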;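 note: 0% = neutral control wells and 100% = parthenolide positive control wells; values of inactives mirror those of a sister screen read the other way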
# Rtt109 HAT inh = blocks Candida albicans Rtt109/Vps75 acetyltransferase activity. inhibition, % at 34.9 µM. purified Rtt109/Vps75, ThioGlo CoA-SH fluorescence, 4 h. Q5AAJ8. AID 540336. hit rate 0.16% among 330,000;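 active = inhibition of at least 50% in every replicate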
# Target sequence (Q5AAJ8 whole entry, looked up): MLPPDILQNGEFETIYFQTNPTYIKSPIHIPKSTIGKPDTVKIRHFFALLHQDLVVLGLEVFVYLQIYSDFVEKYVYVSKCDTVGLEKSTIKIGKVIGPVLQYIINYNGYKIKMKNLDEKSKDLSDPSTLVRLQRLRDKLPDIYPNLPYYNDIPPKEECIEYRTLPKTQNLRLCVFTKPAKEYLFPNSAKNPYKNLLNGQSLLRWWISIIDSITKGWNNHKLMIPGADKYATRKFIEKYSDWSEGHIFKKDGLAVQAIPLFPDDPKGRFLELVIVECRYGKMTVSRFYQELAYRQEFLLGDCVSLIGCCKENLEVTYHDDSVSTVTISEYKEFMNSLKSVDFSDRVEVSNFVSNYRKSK
# dFosB activator = enhances mouse delta FosB homodimer DNA binding. hit rate 0.99% among 340,000. purified delta FosB, TAMRA-CDK5 oligo fluorescence polarization; percent of positive-control signal above neutral wells. activation, % at 25 µM;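 active = mean activation above about 17%, with every replicate also reaching it, limit read from the data, passing the limit was not always enough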;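 note: fluorescence polarization rise as delta FosB binds a TAMRA Cdk5 AP-1 oligo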
# Target sequence (P13346 whole entry, looked up): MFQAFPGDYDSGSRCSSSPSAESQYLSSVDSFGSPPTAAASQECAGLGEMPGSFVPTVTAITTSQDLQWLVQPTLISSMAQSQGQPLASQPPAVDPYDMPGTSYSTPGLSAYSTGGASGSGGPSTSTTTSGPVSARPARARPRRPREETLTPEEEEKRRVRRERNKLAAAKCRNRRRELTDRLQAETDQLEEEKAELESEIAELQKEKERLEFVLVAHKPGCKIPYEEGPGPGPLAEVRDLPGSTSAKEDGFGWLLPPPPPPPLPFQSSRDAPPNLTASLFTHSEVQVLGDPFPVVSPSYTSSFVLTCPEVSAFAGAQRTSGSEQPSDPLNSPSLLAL
# Tat export inh = inhibitors of E. coli Tat protein transport; AID 488895; hit rate 0.036% among 340,000; inhibition, % at 10 µM; E. coli MC4100 TorA-mCherry Tat export, fluorescence;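 active = mean replicate inhibition at least 50% and at least half of replicates individually reaching 50%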;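 note: exported cargo escapes ClpAP degradation while cytoplasmic cargo is degraded and loses fluorescence; 0% = median of neutral control wells and 100% = median of NaSCN control wells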
# CAL PDZ FP-1 = blocks peptide binding to the human CAL PDZ domain; Q9HD26; purified CAL PDZ, TMR-peptide fluorescence polarization, 1 h; inhibition, % at 24.9 µM; hit rate 0.92% among 300,000; AID 602252;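 active = mean inhibition of at least 30% with at least half of replicates also reaching 30%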;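 note: 0% = DMSO neutral control and 100% = excess unlabeled competitor peptide PRC23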
# Wnt act = Wnt/beta-catenin pathway activation; Wnt/beta-catenin reporter cell assay, activator, plate reader; activation, % at 9.35 µM; hit rate 1.2% among 300,000; in the data active = activation above about 30%, passing the limit was not always enough;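 note: 0% = neutral control wells and 100% = positive control wells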
# CDK5 p35 inh = CDK5/p35 (human) kinase inhibition; inhibition, % at 10 µM; hit rate 0.01% among 330,000; Q00535+Q15078; Recombinant CDK5/p35, ADP-Glo luminescence, 60 min;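 active = highest replicate inhibition of at least 50% and at least 75% of replicates reaching 50%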;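 note: plate controls were DMSO neutral control for no effect and GW8510 at 10 µM for full effect; many of its hits are not listed in these tables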
# CAL PDZ FP-2 = inhibitors of human CAL PDZ peptide binding. inhibition, % at 20 µM. purified CAL PDZ, TMR-peptide fluorescence polarization, 1 h. Q9HD26. hit rate 0.02% among 330,000. AID 504414;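 active = highest replicate inhibition of at least 40%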;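 note: plate controls were DMSO neutral control wells for no effect and unlabeled competitor peptide control wells for full effect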
#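 Test system: purified CerCALP PDZ construct; Compound dosing: one concentration, 20 µM compound; Also added: TMR-labelled reporter peptide T*-PRC34 bound in PDZ groove; Read-out: inhibition from polarization loss; Controls: unlabelled peptide and DMSO controls; Signal: FP readout, S and P plane fluorescence; Incubation: 1 h at RT.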
# Starred values were filed as active, the others as inactive; / = no result given.
# The line under a structure holds: RTF Ca sens act	V-ATPase pHluor	MITF act	Rtt109 HAT inh	dFosB activator	Tat export inh	CAL PDZ FP-1	Wnt act	CDK5 p35 inh	CAL PDZ FP-2
O=C(c1sc2ccccc2c1Cl)N(Cc1ccccc1)C1CCS(=O)(=O)C1 (stereo not given)
→ -3	-6	/	11	1	7	-6	/	0.6	-1.0
COc1cccc(N2C(=O)[C@H]3C(C(=O)c4cnccn4)=NN[C@H]3C2=O)c1
→ /	-3	/	-1	/	5	/	1	/	/
CCCCCNC(=O)CCCCn1c(=O)[nH]c2cc(OCC)c(OCC)cc2c1=O
→ -8	2	4	5	2	-2	-4	1	/	0.0
Cc1ccccc1-c1nnn(Cc2cccc(S(=O)(=O)N3CCOCC3)c2)n1
→ -1	1	1	-6	-3	13	0	0	-8.8	-1.0
COc1ccccc1NS(=O)(=O)c1ccc(C(=O)NCC2(N(C)C)CCCCC2)cc1
→ 0	8	-5	-2	-5	7	-4	-2	2.6	-2.4
CCOc1ccc2nc(NCCO)[nH]c2c1
→ -3	0	3	-11	6	-2	0	/	1.0	-0.2
CC(=O)N/C(=C\c1ccccc1)C(=O)OC(C)C(=O)c1ccccc1 (stereo not given)
→ -2	0	4	4	-4	3	-3	-3	-0.5	-2.5
O=C(NNC(=O)c1ccccc1C(F)(F)F)c1csc(N2CCOCC2)n1
→ 3	3	-4	-6	-16	-4	0	0	0.0	-1.6
Cc1cnc(C(=O)OCC(=O)Nc2cc(S(=O)(=O)N3CCOCC3)ccc2Cl)cn1
→ 3	4	-8	-1	1	3	3	3	-2.9	0.3
COc1ccc(CCN(C)C(=O)CNC(=O)c2ccccc2F)cc1OC
→ -2	-3	4	1	-3	-5	0	-2	-0.1	-1.5
CCC(=O)N1CCc2cc(S(=O)(=O)CCC(=O)Nc3ccc(OC)cc3)ccc21
→ 4	6	-3	-1	-7	-4	-1	-2	0.7	-0.7
COc1cccc(CNC(=O)CSc2nc(=O)n(Cc3ccncc3)c3c2CCC3)c1
→ -2	-4	1	-1	-3	-8	-6	-2	1.1	-0.9
COc1cccc(NC(=O)c2ccccc2Oc2ccccc2)c1
→ -1	-6	3	2	1	2	/	-1	-1.0	-0.3
CC(CNC(=O)c1cc(COc2c(F)cccc2F)on1)c1ccccc1 (stereo not given)
→ 2	1	8	-3	-6	5	-1	1	0.3	-2.4
CCCCCC1=NN2C(=O)CC(=O)N=C2S1
→ 0	1	4	-6	-6	0	8	-1	1.9	-1.5
Cc1c(C)n(Cc2ccccc2)c2ccc(C(=O)OCCCN(C)C)cc12
→ -4	2	-10	-1	12	16	-1	-12	0.5	/
O=C(Cc1ccccc1)c1ccc(Cl)cc1
→ 0	2	46	-7	5	-11	/	9	-0.1	-0.5
CC(C)(Oc1ccc(Cl)cc1)C(=O)O/N=C(\N)c1ccncc1
→ -5	-1	6	14	-1	2	/	-1	2.1	0.2
O=C(Cn1nc(-c2ccccc2Cl)ccc1=O)Nc1ccc(Br)cc1
→ 3	0	-2	-4	-1	-1	-1	-2	-0.9	-0.3
COc1ccc(NC(=O)CNC(=O)Cc2cccc3ccccc23)c(OC)c1
→ -8	1	7	0	-7	0	3	-1	0.9	-0.3

# Compound profiles, from the list above. Values in the order: RTF Ca sens act | V-ATPase pHluor | MITF act | Rtt109 HAT inh | dFosB activator | Tat export inh | CAL PDZ FP-1 | Wnt act | CDK5 p35 inh | CAL PDZ FP-2
# `COc1cccc(NC(=O)c2ccccc2Oc2ccccc2)c1` as listed: -1 | -6 | 3 | 2 | 1 | 2 | / | -1 | -1.0 | -0.3
# `COc1ccc(NC(=O)CNC(=O)Cc2cccc3ccccc23)c(OC)c1` as listed: -8 | 1 | 7 | 0 | -7 | 0 | 3 | -1 | 0.9 | -0.3

# Next part.
# The line under a structure holds: RTF Ca sens act	V-ATPase pHluor	MITF act	Rtt109 HAT inh	dFosB activator	Tat export inh	CAL PDZ FP-1	Wnt act	CDK5 p35 inh	CAL PDZ FP-2
COc1cc(/C=C/C(=O)N2CCCc3ccccc32)cc(OC)c1OC
→ -1	-2	1	1	3	2	-3	-3	0.9	-0.4
CC1CCCC(NC(=O)C2CCN(S(=O)(=O)N3CCOCC3)CC2)C1C (stereo not given)
→ 2	1	1	-7	3	8	1	/	0.6	0.1
C/C(=N\NC(=O)C1CC1)c1cccnc1
→ 0	-3	2	4	4	-7	1	/	-0.6	-0.2
O=S(=O)(O)c1nc2ccccc2n1Cc1ccc(Cl)cc1
→ 2	1	-4	13	-5	4	-2	/	-0.1	/
COc1cc2cc(CN(CCN3CCCC3)C(=O)Nc3ccccc3Cl)c(=O)[nH]c2cc1OC
→ 4	-2	3	29	13	3	-3	/	-0.2	-1.3
C/C(=N/NC(=O)c1ccco1)c1cccc(NC(=O)c2ccc(C)s2)c1
→ -4	0	42	-7	-12	1	-1	14	-0.3	-2.2
CCC1(C)Cc2c(sc3nc(SC)n(Cc4ccccc4)c(=O)c23)CO1 (stereo not given)
→ -2	3	55	-3	3	-14	-2	/	0.0	-0.2
CCOC(=O)c1cnc2c(c(C)nn2C)c1Oc1ccc(Cl)cc1
→ 2	0	/	-5	-11	1	-10	-4	0.5	-2.0
CC(NC(=S)NC1CCCCC1)C(c1ccccc1)N1CCOCC1 (stereo not given)
→ 4	2	-8	13	-4	-11	-1	-1	2.5	-0.5
Cc1ccc(-c2csc3ncn(CC(=O)O)c(=O)c23)cc1C
→ -5	1	5	-3	0	-5	-8	-2	0.3	/
CN(C)CCN(Cc1ccccc1)C(=O)[C@H](Cc1ccccc1)N1C(=O)c2ccccc2C1=O
→ 0	3	-3	3	-11	3	-1	-3	-1.3	-2.7
CCC(=O)c1ccc(OC(=O)c2cccs2)cc1
→ -6	-4	14	3	5	4	7	-7	1.5	-0.4
CCC/C(O)=C1\C(=O)CCCC1=NCCc1c(C)[nH]c2ccc(OC)cc12
→ -1	4	0	2	-4	-11	-2	-1	-2.1	-1.6
COc1ccc(CNC(=O)C2=CC(c3ccc(OC)c(OC)c3)=NS(=O)(=O)N2C)cc1
→ -2	0	-2	-4	-1	-1	/	1	1.3	-0.9
CCCCC(=O)N(c1ccc(C(=O)O)cc1)c1nc(-c2ccc(Cl)cc2)c(CC)s1
→ 4	6	-4	-25	-12	-6	1	0	-0.2	-4.8
CC(C)c1ccc(C2N3CC4([N+](=O)[O-])CN2CC([N+](=O)[O-])(C3)C4(C)C)cc1 (stereo not given)
→ 0	3	-2	/	0	-4	0	-1	-0.4	-1.9
CCN1CCN(C(=O)CN(Cc2ccccc2)S(C)(=O)=O)CC1
→ -6	-3	3	-3	-2	-3	-5	-3	0.8	1.1
Cc1nc(SCc2ccccc2F)c2oc3ccccc3c2n1
→ -2	-2	/	-4	1	4	/	13	-3.4	-0.2
COc1cccc(/C=N/NC(=O)C(C)n2nnc3ccccc32)c1 (stereo not given)
→ 6	0	9	1	-4	-1	0	-5	-0.3	-1.3
Cc1noc(C)c1COC(=O)c1cc(=O)[nH]c2ccccc12
→ -6	-1	-33	-33	0	-4	-4	/	0.8	-0.2
O=c1oc2ccccc2n1CCCCCn1c(=O)oc2ccccc21
→ -14	4	6	8	-6	4	-2	/	0.0	-1.5
O=C(Nc1ccc(C(F)(F)F)cc1)C1CCN(S(=O)(=O)c2ccc(N3CCCC3=O)cc2)CC1
→ -3	1	13	3	-4	-5	-4	-6	-3.0	-2.1
COc1ccc(CN2C(=O)c3cccnc3C2Nc2cc(Cl)c(OC)cc2OC)cc1 (stereo not given)
→ -2	-4	-2	-6	-14	16	6	/	-0.9	-1.7
COc1ccc(CNn2cnnc2)c(O)c1
→ 4	-3	/	-1	-1	0	-3	-1	0.4	0.0
Cc1ccc([C@@H]2CC=C(C(=O)O)[C@H](c3cccc(Cl)c3)N2S(=O)(=O)c2ccccc2C)cc1
→ -6	0	3	-2	-12	-4	-4	-1	0.8	-0.6
N#CCCN1CCCN(CCC#N)CCN(CCC#N)CCCN(CCC#N)CC1
→ 1	-3	2	-1	4	-6	-26	-1	0.8	/
O=C(/C=C/c1c(Cl)cccc1Cl)N1CCOCC1
→ 4	0	/	3	-10	4	-3	1	-0.7	-0.6
NC(=O)C1CCCN(C(=S)Nc2ccccc2)C1 (stereo not given)
→ 3	0	4	8	-3	9	-2	0	-0.8	-0.7
CCOC(=O)N1CCN(c2ccc(C(=O)c3ccccc3)cc2F)CC1
→ -9	3	18	9	-4	-1	-3	/	0.3	0.2
Cc1ccc(CN2CCN(Cc3cccn3-c3ccc(Cl)cn3)CC2CCO)o1 (stereo not given)
→ -7	1	-2	/	0	-6	-2	0	-1.1	-2.8
CC(C)COc1ccc(C(=S)N2CCCC2)cc1
→ 14	3	/	0	6	24	-2	-2	1.5	0.2
COc1cc(C(CCN2CCCC2)c2c(OC)cc(OC)c3c(-c4ccccc4)cc(=O)oc23)cc(OC)c1OC (stereo not given)
→ -4	-1	-59	16	5	-3	-4	-3	0.2	-3.1
COc1cc2nc(COc3ccc(C#N)cc3)n(CC#N)c(=O)c2cc1OC
→ -2	5	0	-4	-4	-4	-3	/	0.8	-0.5
CCC1(C)Cc2c(sc3nnn(CC(=O)Nc4cccc5ccccc45)c(=O)c23)CO1 (stereo not given)
→ -2	-2	2	12	1	-13	5	/	1.6	/
Cc1cc(C)cc(NC(=O)CSc2nnc(Cc3cccn3C)n2-c2ccc(F)cc2)c1
→ 1	0	6	12	-23	8	/	1	1.9	0.5
Nn1c(SCC(=O)N2CCOCC2)nnc1C1CC1
→ 1	3	-3	5	0	2	/	-3	-0.4	0.0
CC1CN(C(=O)C(Sc2ccccc2)c2ccccc2)CC(C)O1 (stereo not given)
→ 4	0	10	-9	-8	-4	-3	/	0.8	0.3
CC1CCC2C(=O)N(c3cc(Cl)ccc3OC(=O)c3ccco3)C(=O)C2C1 (stereo not given)
→ -1	-1	5	-2	4	-9	-3	-2	-2.2	-1.6
CC1=CC(=C(C#N)C#N)C=C(C)N1CCN1CCN(C(=O)Nc2cccc(Cl)c2)CC1
→ -4	-1	-2	-6	30*	-5	-1	5	0.4	-1.3
COc1ccc(CCNC(=O)CC2SC(=Nc3cc(C)cc(C)c3)NC2=O)cc1OC (stereo not given)
→ -2	2	1	0	-11	-7	0	0	0.0	-0.1
Cc1ccccc1CC1(CO)CCCN(C(=O)CCCN2CCCCC2=O)C1 (stereo not given)
→ -4	3	3	7	-11	-4	-2	-1	1.4	-1.4
Cc1cccc(Cn2c(C(=O)OC(C)C)cc3c2ccn3C)c1
→ 7	-1	5	-2	-12	8	-1	2	-0.5	-1.2
O=C(NCc1ccc(C(F)(F)F)cc1)C1CC(c2ccc(C(F)(F)F)cc2)=NO1 (stereo not given)
→ 1	-6	-2	-1	8	-17	-2	-3	0.0	1.0
CCOC(=O)N1CCC(N2CCN(Cc3ccc(F)c(F)c3)C(CCO)C2)CC1 (stereo not given)
→ -2	0	-8	/	3	-3	-3	0	3.1	-2.0
O=C(CN1C(=O)NC2(CCCc3ccccc32)C1=O)c1ccc(F)c(F)c1 (stereo not given)
→ 4	-3	3	1	-9	-1	-8	-3	-1.0	-1.3
O=C1/C(=C\c2ccncc2)CCc2ccccc21
→ 3	3	4	2	-4	10	1	4	11	-0.8
Cn1c(=O)[nH]c(=O)c2c1nc(NCc1ccco1)n2Cc1ccccc1Cl
→ -1	-2	3	11	7	0	2	5	-0.1	0.7
